NCI-60 one-dose screen, 48 h, at 10 µM unless noted. Numbers give growth in % (100 = growth as untreated, 0 = no growth, -100 = all killed).
HCT-116 = HCT-116 colon cancer; 82,000 compounds, 7.3% hits; AID 1794798
HT29 = HT29 colon cancer. 81,000 compounds, 7.4% hits
COLO 205 = COLO 205 colon cancer. 79,000 compounds, 7.3% hits. AID 1794742
SK-OV-3 = SK-OV-3 ovarian cancer cells; 80,000 compounds, 3.2% hits; AID 1794785
HCT-15 = HCT-15 colon cancer; 82,000 compounds, 5.2% hits
OVCAR-4 = OVCAR-4 ovarian cancer cells. 80,000 compounds, 3.7% hits. AID 1794784
SW-620 = SW-620 colon cancer. 82,000 compounds, 5.2% hits. AID 1794795
KM12 = KM12 colon cancer cells | 82,000 compounds, 5% hits
IGROV1 = IGROV1 ovarian cancer | 79,000 compounds, 4.7% hits | AID 1794786
An asterisk follows results filed as active; . = not tested or not shown; & = joins results of further samples; [ ] = dose if it differs, or a comment. The calls were made as follows: active = growth percent below 10; inactive = the rest.

Under each structure: HCT-116, HT29, COLO 205, SK-OV-3, HCT-15, OVCAR-4, SW-620, KM12, IGROV1
COCC1(c2nc3ccc(Cl)cc3c(-c3ccccc3)c2-c2nn[nH]n2)CCCC1
 : 91, 124, 114, 110, 98, 105, 105, 102, 103
Cc1[nH]nc2ncc(C#Cc3cncc(C(=O)Nc4ccc(CN5CCN(C)CC5)c(C(F)(F)F)c4)c3)cc12
 : 8.5*, 9.7*, -26*, 0.9*, 13, 51, 4.0*, 9.0*, 1.8*
Cc1nc(-c2cc3ccccc3oc2=O)ccc1C(=O)/C=C/c1ccc2c(c1)OCO2
 : 112, 111, 122, 105, 98, 105, 101, 105, 100
CC1(C)N=C(N)N=C(N)N1c1ccc(S(N)(=O)=O)cc1
 : 101, 104, 106, 104, 102, 103, 98, 103, 99
O=C(Cn1nncc1CN1C(=O)CSC1=O)Nc1ccc(O)cc1
 : 99, 107, 116, 87, 100, 98, 103, 97, 101
Cc1ccc(O)c(Cc2ccccc2Cl)c1
 : 89, 107, 104, 95, 109, 104, 94, 98, 87
COc1ccc(C)c(NC(C)=O)c1
 : 106, 118, 109, ., 102, ., 102, 109, .
O=c1[nH]c(=O)c2ccccc2o1
 : 87&100, 113&93, 120&112, 99&108, 103&109, 94&108, 96&107, 99&115, 101&104
O=C(C(=O)N1CCOCC1)c1cn(C(=O)c2ccccc2)c2ccccc12
 : 100, ., 124, 102, 103, 101, 107, 113, .
Nc1ccc(S(=O)(=O)NC(CSSCC(NS(=O)(=O)c2ccc(N)cc2)C(=O)O)C(=O)O)cc1 (stereo not given)
 : 106, 91, 101, 94, 97, 101, 102, 91, 100
COc1ccc2c(c1)c(CC(=O)[Se]CCC#N)c(C)n2C(=O)c1ccc(Cl)cc1
 : -17*, -31*, 88, 22, -65*, 32, 2.8*, 26, -56*
COc1ccc(CN2CCCN(Cc3ccc(OC)cc3)C2c2cc3ccccc3c3ccccc23)cc1
 : 87, 88, 108, 91, 90, 85, 95, 114, 90
Cc1cn(N2C(=O)CSC2c2ccc(C3SCC(=O)N3n3cc(C)c(-c4ccccc4)nc3=S)cc2)c(=S)nc1-c1ccccc1 (stereo not given)
 : 103, 105, 111, 106, 104, 104, 100, 102, 99
OCc1sccc1-n1cccc1
 : 107, 106, ., 119, 92, 97, 104, 106, 96
CCCOc1nc2c(c(=O)n(C)c(=O)n2C)n1C
 : 103, ., 121, 106, 100, 109, 100, 90, 86
CCOC(=O)C(=O)Nc1c(CC)cccc1C(C)CC (stereo not given)
 : 94, 87, 103, 104, 98, 99, 106, 106, 104
CCOC(=O)/C(=C\c1ccc(N(C)C)cc1)C(C)=O
 : 99, 129, 106, 110, 101, 100, 101, 98, 101
CCCc1nc2c([nH]1)c(=O)n(C)c(=O)n2C
 : 102, 110, 128, 98, 101, 106, 107, 114, .
CNC(=O)c1cc(Oc2ccc3nc(NC(=O)c4ccc5c(c4)OCCO5)sc3c2)ccn1
 : 90, 71, 103, 101, 105, 98, 107, 95, 99
CCCCn1cnc(-c2cc(-c3ccc(F)cc3)cc(C(F)(F)F)c2)n1
 : 92, 104, 107, 102, 102, 96, 101, 96, 98
CC(C)Cc1cc(-c2cc(CC(C)C)on2)no1
 : 103, 104, 115, 110, 110, 109, 116, 105, 119
CC1=C(C(=O)Nc2ccccc2)C(c2cccc3ccccc23)n2c(nc3ccccc32)N1 (stereo not given)
 : 0.0*, 40, 95, -2.4*, 65, 42, 68, 90, 68
N#Cc1nnn(-c2ccc(Cl)cc2)c1N
 : 91, 103, 128, 102, 96, 95, 103, 112, 59
C=CCc1ccc2c(c1)OC(CO)CO2 (stereo not given) (tested in a mixture with another compound)
 : 98, 113, 114, 111, 101, 111, ., 101, 136
Nc1cccc(C(=O)c2ccccc2C(=O)O)c1
 : 104, 109, 103, 107, 117, 120, 111, 111, 121
Nc1nc(SCc2ccccc2)c2ncn(C3CCCO3)c2n1 (stereo not given)
 : 96, 94, 121, 103, 65, 98, 104, 106, 106
Cc1nc2c(c(-c3ccccc3)n1)Cc1c(ccc3ccccc13)O2
 : 91, 89, 100, 96, 107, 99, 96, 89, 118
CCc1cccc(Sc2cc(C(=O)N3Cc4ccc(OCCN(C)C)cc4C3)ccc2O)c1
 : 50, 103, 109, 38, 31, 53, 42, 24, 60
COc1ccccc1N1CCN(C(=O)c2ccc(Cc3n[nH]c(=O)c4cccnc34)cc2)CC1
 : 96, 97, 101, 100, 99, 106, 93, 105, 100
Oc1c(Cl)cc(Cl)cc1C1N=NC2=C(CCCC2)N1O (stereo not given)
 : 101, 106, 101, 93, 82, 73, 99, 93, 83

Rewritten in markdown: two of the compounds above
| mol | HCT-116 | HT29 | COLO 205 | SK-OV-3 | HCT-15 | OVCAR-4 | SW-620 | KM12 | IGROV1 |
| --- | --- | --- | --- | --- | --- | --- | --- | --- | --- |
| Nc1cccc(C(=O)c2ccccc2C(=O)O)c1 | 104 | 109 | 103 | 107 | 117 | 120 | 111 | 111 | 121 |
| Nc1nc(SCc2ccccc2)c2ncn(C3CCCO3)c2n1 (stereo not given) | 96 | 94 | 121 | 103 | 65 | 98 | 104 | 106 | 106 |

Continuation:
Under each structure: HCT-116, HT29, COLO 205, SK-OV-3, HCT-15, OVCAR-4, SW-620, KM12, IGROV1
Cc1nn(CC(=O)O)c2c1C(=O)CC(C)(C)C2
 : 92, 108, 117, 101, 102, 101, 117, 109, 94
COc1cc2c(cc1OC)CC(C)N=C2 (stereo not given)
 : 98, 103, 103, 109, 107, 114, 99, 103, 112
S=C(N/N=C\c1ccccc1Cl)N/N=C/c1ccccc1Cl
 : 106, ., 114, 108, 102, 98, 110, 112, 97
CCSc1nc(NC)c2c(C)csc2n1
 : 98, 97, 104, 98, 95, 86, 102, 97, 92
N#Cc1c(-c2cccc(Cl)c2)cc(-c2cccc(Cl)c2)[nH]c1=O
 : 67, 114, 108, 83, 45, 68, 50, 56, 71
COc1ccc(N2C(=O)/C(=C/C(Cl)=C/c3ccc([N+](=O)[O-])cc3)SC2=S)cc1
 : -60*, -21*, -36*, 41, -24*, 10, -14*, -62*, -53*
N#Cc1c(-c2ccc([N+](=O)[O-])cc2)cc(-c2cccc(OCC(=O)O)c2)[nH]c1=O
 : 72, 100, 106, 60, 73, 82, ., 97, 77
NC(=O)CCC(N)=O
 : 102, 99, 100, 98, 104, 103, 97, 110, 111
CCCN(CCC)CCC#N
 : 100, 98, 121, 111, 101, 106, 92, 100, 98
Cc1ccc(NC(=O)c2sc3nc4c(cc3c2N)C(=O)CCC4)c(Br)c1
 : 106, 107, 113, 93, 103, 106, 97, 98, 113
Cc1[nH]ccc2c1[nH]c1cc(=O)ccc12
 : 75, 97, 124, 93, 92, 94, 86, 90, 452
Cc1ccc(Nc2c(O)nc[nH]c2=O)cc1
 : 100, 108, ., ., 106, 108, 113, 115, 115
CCN(CC)c1ccc(-c2ccccc2)cc1
 : 102, 124, 107, 111, 99, 102, 92, 102, 103
CCN(CC)CCC(C)=O
 : 90, 108, 106, 107, 97, 100, 93, 134, 114
Nc1nc(Cl)cc(Nc2ccccc2Br)n1
 : 102, 99, 124, 111, 93, 93, 102, 93, 100
CNc1ccc(Cl)cc1-c1n[nH]c(=O)[nH]c1=O
 : 102, 97, 114, 99, 104, 90, 91, 98, 84
O=C1NC(=O)/C(=C/c2ccccc2OCc2cc3ccccc3nc2Cl)S1
 : 108, 108, 117, 82, 84, 88, 109, 85, 92
CC(=O)OCCC(OC(C)=O)c1ccccc1 (stereo not given)
 : 103, 85, 100, 100, 103, 108, 103, 99, 94
O=S(=O)(O)c1ccc(-c2ccccc2)cc1
 : 101, 94, 101, 100, 98, 107, 94, 107, 121
Nc1nnc(-c2c[nH]c3ncc(Br)cc23)c(-c2c[nH]c3ccc(F)cc23)n1
 : 26, 22, 16, 81, 25, 60, 21, 30, 37
O=NN(c1cccc(C(F)(F)F)c1)c1ccccn1
 : 110, 109, 116, 109, 95, 104, 103, 114, 122
COc1ccc2nc(C)c(C3=NNC(c4cc(OC)c(OC)c(OC)c4)C3)nc2c1 (stereo not given)
 : 101, 110, 141, 114, 90, 88, 98, 108, 117
COc1ccc2c(c1)/C(=C\c1c[nH]c3ccc(Br)cc13)C(=O)N2
 : 94, 100, 105, 114, 62, 63, 98, 15, 82
COc1cc(/C=C/C(=O)C(C(=O)/C=C/c2ccc(OC(=O)CCNc3nnc(C)s3)c(OC)c2)C(=O)CCNc2nnc(C)s2)ccc1OC(=O)CCNc1nnc(C)s1
 : -32*, -69*, -26*, 45, -43*, 36, -20*, -39*, -38*
Fc1ccc(-c2nc3ncccn3c2-c2nc3ccc(Cl)cc3[nH]2)cc1
 : 86, 91, 107, 95, 91, 98, 99, 88, 103
CCOC(=O)c1cc(C#N)c2sc3ccccc3n2c1=O
 : 103, 110, 105, 98, 110, 102, 116, 97, 157
COc1cc(Cn2cc(F)c(=O)[nH]c2=O)cc(OC)c1
 : 111[50 µM], 110[50 µM], 117[50 µM], ., 103[50 µM], 108[50 µM], 102[50 µM], 108[50 µM], 106[50 µM]
CC1=C(SCCC(=O)N2CCNCCNCCNCC2)C(=O)c2ccccc2C1=O
 : 97, 121, 137, 105, 113, 92, 110, 102, 96
CCn1cc2c(=O)nc3sc(Cc4ccccc4)c(C)n3c2n1
 : 96, 86, 99, 95, 101, 91, 96, 102, 104
O=C(c1ccc(Cl)cc1)C1[C@H](c2ccc(Br)cc2)[C@@H](c2ccccc2)NC12C(=O)Nc1ccc(Br)cc12 (stereo not given in full)
 : 1.4*, -54*, -88*, 2.9*, -92*, -0.9*, -72*, -51*, -78*
Cc1ccc(/C=C2\SC(=S)N(CCC(=O)NCCCN3CCOCC3)C2=O)cc1
 : 95, 109, 106, 92, 92, 82, 98, 108, 103
O=C(O)c1ccc(S(=O)(=O)c2ccccc2)cc1
 : 110, 100, 111, 100, 104, 105, 105, 111, 108

Filtered by structure, the entries above containing two or more sulfur atoms.
Under each structure: HCT-116, HT29, COLO 205, SK-OV-3, HCT-15, OVCAR-4, SW-620, KM12, IGROV1
Nc1ccc(S(=O)(=O)NC(CSSCC(NS(=O)(=O)c2ccc(N)cc2)C(=O)O)C(=O)O)cc1 (stereo not given)
 : 106, 91, 101, 94, 97, 101, 102, 91, 100
Cc1cn(N2C(=O)CSC2c2ccc(C3SCC(=O)N3n3cc(C)c(-c4ccccc4)nc3=S)cc2)c(=S)nc1-c1ccccc1 (stereo not given)
 : 103, 105, 111, 106, 104, 104, 100, 102, 99
CCSc1nc(NC)c2c(C)csc2n1
 : 98, 97, 104, 98, 95, 86, 102, 97, 92
COc1ccc(N2C(=O)/C(=C/C(Cl)=C/c3ccc([N+](=O)[O-])cc3)SC2=S)cc1
 : -60*, -21*, -36*, 41, -24*, 10, -14*, -62*, -53*
COc1cc(/C=C/C(=O)C(C(=O)/C=C/c2ccc(OC(=O)CCNc3nnc(C)s3)c(OC)c2)C(=O)CCNc2nnc(C)s2)ccc1OC(=O)CCNc1nnc(C)s1
 : -32*, -69*, -26*, 45, -43*, 36, -20*, -39*, -38*
Cc1ccc(/C=C2\SC(=S)N(CCC(=O)NCCCN3CCOCC3)C2=O)cc1
 : 95, 109, 106, 92, 92, 82, 98, 108, 103
